Assay outcomes deposited in PubChem BioAssay by several laboratories.
Insulin prom up: MIN6 insulin promoter up-regulation | MIN6 insulin promoter-GFP reporter, high-content imaging; stronger effect = higher value | z-score at 5 µM | 190,000 tested, 0.3% active | AID 1625;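 active means z-score above 3 at 5 µM with at least 500 cells counted in the well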
WT yeast gro inh: growth inhibition of WT yeast, mitochondrial fusion screen; inhibition, % at 10 µM; mitochondrial fusion phenotypic screen, WT strain; 190,000 tested, 2.1% active; in the data active means inhibition above about 58%; tested in S. cerevisiae
Yfh1-off respiration: mitochondrial function rescue without frataxin homolog – Friedreich's ataxia, plus single-dose screen, dose response (AID 1465) | S. cerevisiae Yfh1-off respiration, WST-1 reduction, 72 h; higher fold induction means a stronger effect | fold induction at 50 µM; hits with a dose series show EC50 in µM | 220,000 tested, 0.074% active;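 active means fold induction of absorbance versus untreated yeast above a set limit, then at least 30% activation at any dose in follow-up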;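 further: activators that raise dye reduction in frataxin-depleted yeast; strong numbers were not always called active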
MT stabilizer: microtubule stabilization, imaging screen | HeLa tubulin immunostaining HCS, 24 h; share of cells brighter than vehicle mean+2SD | 200,000 tested, 0.83% active | AID 2205 | % tubulin-high responders, % at 10 µM;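 active means plate Z-score above 3 for both tubulin-high and condensed-nucleus cell shares, with cell loss under 80%, at 10 µM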;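 further: anti alpha tubulin signal scored within the nucleus-defined area of each cell; some results filed as inactive read as strong as hits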
Autophagy HCS: modulators of autophagy; 190,000 tested, 0.98% active; calls only at 10 µM (by protocol); MEF GFP-LC3 puncta imaging; test concentration mostly 10 µM;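 active means percentage of spot-positive cells more than 3 SD above its plate mean, without a fluorescence outlier flag or 80% toxicity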;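 further: spot-positive cell cutoff set from DMSO-treated cells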
b-catenin transl: modulators of beta-catenin nuclear translocation. HeLa beta-catenin nuclear translocation, immunofluorescence imaging. nuclear translocation activity, % at 5 µM. 190,000 tested, 0.3% active. AID 1665;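 active means nuclear translocation activity above 50% at 5 µM, with a well cell count of 50 or more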;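 further: per-cell ratio of nuclear to cytoplasmic median beta-catenin stain intensity; plate controls were DMSO negative control for no effect and GSK-3 inhibitor IX positive control for full effect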
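assay system = human HeLa cells, endogenous beta-catenin | times = compound treatment 24 h, 37°C, 5% CO2 | detection = Anti-beta-catenin immunofluorescence on PFA-fixed, Triton-permeabilized cells, DAPI nuclei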
AID2073: disruptors of CaV2.2 binding to Mint1 – biochemical, HTRF (AID 2073). HTRF protein-protein interaction, Mint1-CaV2.2; higher % means a stronger effect. inhibition, % at 20 µM; hits with a dose series show IC50 in µM. 290,000 tested, 0.19% active; in the data active means inhibition mostly above about 51%, no sharp cut-off; further: some results filed as inactive read as strong as hits
HIV fusion peptide: cell-free HIV fusion peptide-binding blockers – biochemical, uHTS, fluorescence dequenching, primary screen (AID 1986) | cell-free peptide binding, fluorescence dequenching, 30 min; higher % means a stronger effect | inhibition, % at 20 µM; hits with a dose series show IC50 in µM | 290,000 tested, 0.3% active; in the data active means inhibition mostly above about 52%, no sharp cut-off; inactive means mostly below about 76%; further: some results filed as inactive read as strong as hits
Dynein cargo inh: dynein cargo transport inhibition; 3617.4 mouse cells, GR-EGFP nuclear translocation imaging; test concentration mostly 20 µM; stimulated with dexamethasone, 1 µM; stronger effect = lower value; z-score, hits read low; 220,000 tested, 0.47% active; AID 1381;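 active means plate z-score of nuclear minus cytoplasmic receptor signal below a set negative limit, without overly bright fluorescence or cell loss, cut at about -3.5 in these data, passing the limit was not always enough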;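 further: z-score of nuclear minus cytoplasmic ring GR-EGFP intensity difference per well; some compounds called inactive have numbers as strong as hits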
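Also added – dexamethasone, 1.0 µM final · Buffer or medium – tet-free, stripped-serum medium · Schedule – induction 48 h, compound 1 h, agonist 30 min · Detection – formaldehyde fixation, Hoechst nuclear stain, 10x automated fluorescence imaging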
WT yeast gro inh mutant strain: second read-out of WT yeast gro inh, no call of its own (marks repeat the call); inhibition, %; mitochondrial fusion phenotypic screen, mutant strain inhibition
Dynein cargo inh cytoplasmic EGFP: further read-out of Dynein cargo inh, marked with its call; z-score; measured here: cytoplasmic GR-EGFP intensity; stronger effect = higher value
Dynein cargo inh nuclear GR-EGFP: second read-out of Dynein cargo inh, no call of its own (marks repeat the call); z-score; measured here: nuclear GR-EGFP intensity;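 lower value marks the stronger effect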
Dynein cargo inh cell count: also measured in Dynein cargo inh; calls as there; z-score; measured here: cell count per field
Insulin prom up cell count: further read-out of Insulin prom up, marked with its call; cell count; measured here: cytotoxicity, nuclei count;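 total cells summed across four imaged fields per well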
b-catenin transl cell count 5 µM: further read-out of b-catenin transl, marked with its call; cell count; measured here: cell count, cytotoxicity flag
MT stabilizer Hoechst-high %: further read-out of MT stabilizer, marked with its call; % Hoechst-high responders; measured here: nuclear condensation Hoechst responders;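 share of cells brighter than vehicle mean plus two SD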
MT stabilizer cytotoxicity %: second read-out of MT stabilizer, no call of its own (marks repeat the call); toxicity, %; measured here: cytotoxicity by cell density;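 0% = mean cell density of plate MIN control wells and 100% = no cells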
Autophagy HCS cell loss 18 h: second read-out of Autophagy HCS, no call of its own (marks repeat the call); toxicity, %; measured here: cell loss, nuclei count;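 cell loss after 18 h compound exposure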
* hit, by the source's call; i = inactive; . = not tested or not shown.

SMILES	Insulin prom up	Insulin prom up cell count	WT yeast gro inh	WT yeast gro inh mutant strain	Yfh1-off respiration	MT stabilizer	MT stabilizer Hoechst-high %	MT stabilizer cytotoxicity %	Autophagy HCS	Autophagy HCS cell loss 18 h	b-catenin transl	b-catenin transl cell count 5 µM	AID2073	HIV fusion peptide	Dynein cargo inh	Dynein cargo inh cytoplasmic EGFP	Dynein cargo inh nuclear GR-EGFP	Dynein cargo inh cell count
Cc1ccc(Oc2ccccc2/C=C2\SC(=O)N(C)C2=O)cc1	-0.12	1638	0	11	i	1.6	1.9	10	i	3	-0.6	1363	2%	-1.9%	-0.43	-0.29	-0.05	0.29
CC(=O)c1cc2c(cc1NC(=O)c1ccc(C)cc1)OCO2	-0.24	1143	11	9	i	2.6	1.6	11	i	1	-0.6	489	0%	-2.7%	-0.032	-0.22	-0.06	0.4
COc1ccc(-c2noc(CSc3nc(N)cc(=O)[nH]3)n2)cc1	-0.01	1131	.	.	i	.	.	.	.	.	0.2	1378	4%	-0.6%	0.091	-0.24	0.48	-0.5
c1cc(Nc2ncnc3sccc23)cc(-c2nnc3n2CCCCC3)c1	-2.3	1053	-7	-2	i	2.7	2.2	5.4	i	12	-7.0	1005	11%	0.7%	0.57	-0.022	0.14	0.15
COc1ccc(OCCCC(=O)Nc2cccc([N+](=O)[O-])c2)cc1	-0.03	1286	3	-25	i	1.9	1.6	4.0	i	22	-3.1	563	-2%	1.0%	0.29	-0.23	0.22	0.11
Cc1nn(Cc2ccccc2)c2c1C(c1ccc(Cl)cc1)C(C#N)=C(N)O2 (stereo not drawn)	.	.	-7	8	i	4.2	2.6	7.2	i	-8	0.7	1205	-2%	2.1%	-0.29	0.26	-0.031	0.34
Cc1cc(C)n(-c2ccc(C)c(Cl)c2)n1	-0.17	1323	2	9	i	4.6	4.6	9.3	i	-4	-4.2	573	-10%	2.9%	2.3	-0.14	0.98	-1.4
O=C(NCc1ccc(F)cc1)C1CCCN(c2nc3ccsc3c(=O)s2)C1 (stereo not drawn)	-0.12	1307	-8	16	i	6.5	1.9	3.6	i	5	-1.4	1124	8%	1.8%	0.7	0.1	0.66	0.22
Cc1nc2ccccc2c(=O)n1NC(=O)C1CC1C (stereo not drawn)	.	.	-10	5	i	2.4	3.9	5.2	i	-1	-2.7	1073	0%	-1.4%	-0.026	-0.35	-0.49	-0.14
CC(=O)c1ccc(N2CCN(C(=O)c3n[nH]c4ccccc34)CC2)cc1	1.8	1363	8	8	i	2.4	2.7	9.5	i	12	-1.0	1004	3%	-1.5%	-0.78	-0.2	-0.63	0.64
O=C(NCc1cccc(F)c1)c1noc2c1CCCC2	2.6	1806	12	-1	i	4.0	1.6	5.9	i	5	-1.4	1113	1%	-0.4%	0.34	-0.17	0.43	0.17
COc1ccc(C)cc1C(=O)C1CC(C(=O)O)C(C)(C)C1C (stereo not drawn)	1.5	1357	2	5	i	4.0	2.1	3.0	i	5	2.8	834	3%	2.3%	0.39	-0.22	0.45	0.066
O=C(NCc1cccs1)c1csc2c1CCCCC2	-0.11	1441	-2	2	i	4.3	3.6	8.5	i	-8	-0.5	1359	-1%	-1.6%	0.47	-0.28	0.49	-0.45
Cc1ccc(NC(=O)CSc2ccc(C(N)=O)cc2[N+](=O)[O-])cc1C	0.55	1402	8	6	i	3.5	2.1	3.0	i	4	-0.6	957	9%	-2.1%	-0.21	-0.29	-0.14	0.92
Cc1cccc(OC(C)C(=O)NCc2ccc(S(N)(=O)=O)cc2)c1 (stereo not drawn)	-0.23	1297	1	-3	i	2.1	3.3	5.7	i	-1	0.8	569	-2%	0.1%	0.19	-0.28	0.08	0.52
CCOc1cccc(-c2nn3c(-c4ccccn4)nnc3s2)c1	0.06	1088	2	-3	i	5.6	3.1	8.5	i	0	-6.2	900	1%	3.3%	1.5	-0.17	1	-0.36
Cc1ccc(S(=O)(=O)n2ccnc2)cc1C	0.38	1095	3	-1	i	1.9	4.6	9.1	i	-1	.	.	6%	-0.4%	-1.1	-0.22	-0.65	0.61
O=C(OCCN1CCOCC1)c1ccc2c(c1)OCCO2	-0.41	1230	-15	-5	i	2.2	1.2	1.0	i	-3	-2.0	1245	1%	-0.5%	1.2	-0.17	0.54	-0.12
COc1cc(C(=O)Oc2cccc(C=O)c2)cc(OC)c1OC	.	.	-6	-12	i	3.0	2.4	4.8	i	7	.	.	32%	-0.3%	-0.081	-0.25	-0.23	-0.051
COC(=O)c1ccccc1NC(=O)CN(Cc1ccc(Cl)cc1)S(C)(=O)=O	-0.34	1037	3	-4	i	1.1	0.8	3.4	i	-3	.	.	3%	-1.5%	-1.2	-0.3	-0.54	1
Cc1cc(C)c(NC(=O)CSc2nc3ccc(N4C(=O)c5ccccc5C4=O)cc3s2)c(C)c1	.	.	4	8	i	1.2	1.7	8.3	i	-10	-3.0	472	55%*	0.6%	-0.52	0.25	-0.1	0.45
CC1(C)Cc2cccc(OCC(=O)Nc3cc(C(F)(F)F)ccc3N3CCOCC3)c2O1	0.9	620	10	16	i	0.6	1.1	9.7	i	3	1.8	1171	13%	-1.7%	-0.69	-0.091	-0.062	0.43
COc1ccc(C(C)=O)cc1COC(=O)c1ccc(S(=O)(=O)N2CCOCC2)cc1	0.77	1173	0	-2	i	4.1	3.3	0.7	i	20	-1.4	1147	4%	2.9%	-0.89	-0.28	0.21	0.57
Cc1nc(C)c(C(=O)N/N=C/c2ccco2)s1	0.09	1233	-7	2	i	6.3	3.5	3.0	i	0	1.3	1089	-7%	-1.2%	-0.2	-0.26	0.16	0.19
COc1ccc(OC)c(CN2CCC(CO)(CCOc3ccccc3)CC2)c1	0.18	1486	5	-7	i	5.2	2.1	4.4	i	18	-2.5	988	8%	-0.1%	2.6	-0.082	1.1	-1.5

Following part
SMILES	Insulin prom up	Insulin prom up cell count	WT yeast gro inh	WT yeast gro inh mutant strain	Yfh1-off respiration	MT stabilizer	MT stabilizer Hoechst-high %	MT stabilizer cytotoxicity %	Autophagy HCS	Autophagy HCS cell loss 18 h	b-catenin transl	b-catenin transl cell count 5 µM	AID2073	HIV fusion peptide	Dynein cargo inh	Dynein cargo inh cytoplasmic EGFP	Dynein cargo inh nuclear GR-EGFP	Dynein cargo inh cell count
CCOC(=O)c1c(C)[nH]c2cc(Br)c(OC)cc12	0.19	1313	1	-30	i	3.4	3.2	7.7	i	5	1.4	1434	10%	40%	-0.026	-0.1	0.12	0.48
Brc1ccc(-c2nnc3n2CCCCC3)cc1	-0.05	939	-3	-7	i	1.9	0.8	7.6	i	-16	.	.	7%	0.5%	0.41	-0.24	0.57	0.93
CCN(CC)c1ccc(NC(=O)CCCCCN2C(=O)c3ccccc3C2=O)cc1	0.42	1501	20	3	i	5.3	2.4	5.2	i	6	1.1	1306	-34%	-2.5%	1.2	-0.26	0.78	0.031
COc1ccccc1C1=NOC(Cn2c(NCC3CCCO3)nc3c2c(=O)n(C)c(=O)n3C)C1 (stereo not drawn)	0.21	1016	.	.	i	.	.	.	.	.	-0.9	1364	-9%	-1.1%	0.39	-0.24	0.2	-0.52
N=c1c2c3c(sc2ncn1Nc1ccccc1)CCC3	-0.15	1042	.	.	i	.	.	.	.	.	0.8	1263	22%	-0.1%	-1	-0.23	0.23	0.95
Cc1ccc2nc(SCc3nc4cc(Cl)ccc4c(=O)[nH]3)[nH]c2c1	0.15	1210	2	3	i	5.6	1.4	6.5	i	14	1.9	1204	49%	-0.6%	-0.75	-0.25	0.067	1.7
COc1ccccc1CNC(=O)CSc1nc(-c2ccccc2)cn1N	0.18	1321	2	8	i	4.3	1.7	12	i	-3	-0.1	1140	-4%	-1.1%	-0.094	-0.061	0.55	-1.8
CCN1CCN(CC(=O)Nc2cccc(C)c2C)C(=O)C1=O	-0.76	936	3	6	i	1.5	3.8	8.8	i	-6	.	.	-4%	-1.7%	0.34	-0.13	0.41	-0.041
Cc1ccc(C(=O)NNC(=O)c2ccc(SCC3CCCO3)c([N+](=O)[O-])c2)cc1 (stereo not drawn)	1.1	1196	-14	-5	i	2.6	1.4	10	i	4	-2.1	847	-4%	0.9%	0.31	-0.12	0.3	0.29
CCn1c(CSc2nc3ccccc3[nH]2)nc2cc(C(=O)O)ccc21	.	.	6	-18	i	3.0	1.1	5.4	i	-4	3.0	1151	-3%	2.3%	0.08	-0.022	0.77	0.22
Cc1ccc(-c2csc(NC(=O)CCNC(=O)c3ccco3)n2)cc1	-0.2	1344	10	-10	i	2.1	3.2	7.0	i	1	-0.7	1076	3%	-1.0%	0.61	-0.17	0.59	-0.3
COc1ccc2[nH]c3c(=O)n(Cc4ccc(C(=O)N5CCC(C(N)=O)CC5)cc4)c(=S)[nH]c3c2c1	-0.99	1200	4	13	i	5.0	2.2	4.6	i	14	4.5	1054	36%	-0.3%	-0.29	-0.36	0.17	0.81
Cc1ccc(C)c2[nH]c(=O)c(CCNC(=O)Cc3cccs3)cc12	0.41	1139	1	-5	.	2.1	2.2	0.5	i	-64	-1.5	449	-2%	-0.6%	-0.8	-0.24	0.5	0.38
COC(=O)c1ccc(NC(=S)N2CCN(C)CC2)cc1	0.24	1329	-9	4	i	2.3	1.5	4.6	i	22	-1.2	1143	-32%	-1.7%	2.4	-0.27	1.3	-0.39

Some of these compounds in order of their number in Dynein cargo inh nuclear GR-EGFP, largest number first:
Structure | WT yeast gro inh mutant strain | MT stabilizer Hoechst-high % | AID2073 | HIV fusion peptide | Dynein cargo inh | Dynein cargo inh cytoplasmic EGFP | Dynein cargo inh nuclear GR-EGFP | Dynein cargo inh cell count
CCn1c(CSc2nc3ccccc3[nH]2)nc2cc(C(=O)O)ccc21 | -18 | 1.1 | -3% | 2.3% | 0.08 | -0.022 | 0.77 | 0.22
Cc1ccc(-c2csc(NC(=O)CCNC(=O)c3ccco3)n2)cc1 | -10 | 3.2 | 3% | -1.0% | 0.61 | -0.17 | 0.59 | -0.3
Cc1ccc(C(=O)NNC(=O)c2ccc(SCC3CCCO3)c([N+](=O)[O-])c2)cc1 (stereo not drawn) | -5 | 1.4 | -4% | 0.9% | 0.31 | -0.12 | 0.3 | 0.29
